# Screening data (PubChem BioAssay)
# PfG6PD inh: PfG6PD enzyme inhibitors, primary screen, biochemical, fluorescence intensity, uHTS; glucose-6-phosphate dehydrogenase-6-phosphogluconolactonase (Plasmodium falciparum 3D7); PfGluPho enzyme, NADPH resazurin-diaphorase fluorescence; inhibition, % at 20 µM; 0.78% of 350,000 active;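 active = inhibition reaching at least a set limit at 20 µM in the primary screen, cut at about 59% in these data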;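 also: 0% = DMSO wells with substrate and 100% = DMSO wells lacking glucose-6-phosphate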
# ATG4B inhibitor: ATG4B protease inhibitors, primary screen, biochemical, fluorescence, uHTS | Cysteine protease ATG4B (Homo sapiens), Q9Y4P1 | ATG4B cleavage of LC3-PLA2, NBD-HPC fluorescence, 1 h | inhibition, % at 8.33 µM | 0.51% of 340,000 active; in the data active = inhibition above about 40%
# SENP8 block: human SENP8 protease inhibitors, primary screen, biochemical, fluorescence, Nedd8 protein substrate, uHTS; inhibition, % at 20 µM; 0.64% of 360,000 active; AID 602440, 2012; recombinant SENP8; Sentrin-specific protease 8 (Homo sapiens), Q96LD8; in the data active = inhibition mostly above about 40%, no sharp cut-off; inactive = mostly below about 27%
# Target sequence (Q96LD8 whole entry, looked up): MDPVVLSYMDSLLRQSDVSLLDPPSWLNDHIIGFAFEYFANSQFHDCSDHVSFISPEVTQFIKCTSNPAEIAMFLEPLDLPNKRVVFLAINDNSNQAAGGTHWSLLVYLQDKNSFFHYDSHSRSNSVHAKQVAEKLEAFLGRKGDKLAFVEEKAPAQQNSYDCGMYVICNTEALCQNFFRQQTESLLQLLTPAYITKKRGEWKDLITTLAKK
# SENP6 block: SENP6 protease inhibitors, primary screen, biochemical, luminescence, uHTS; Sentrin-specific protease 6 (Homo sapiens), Q9GZR1; Recombinant SENP6 catalytic domain, aminoluciferin luminescence; inhibition, % at 10 µM; 1.8% of 330,000 active; AID 2599, 2010;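 active = inhibition above about 50% at the single tested dose, limit read from the data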;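 also: plate controls were DMSO wells with enzyme for no effect and DMSO wells lacking enzyme for full effect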
# Target sequence (Q9GZR1 628-1112 limits assumed): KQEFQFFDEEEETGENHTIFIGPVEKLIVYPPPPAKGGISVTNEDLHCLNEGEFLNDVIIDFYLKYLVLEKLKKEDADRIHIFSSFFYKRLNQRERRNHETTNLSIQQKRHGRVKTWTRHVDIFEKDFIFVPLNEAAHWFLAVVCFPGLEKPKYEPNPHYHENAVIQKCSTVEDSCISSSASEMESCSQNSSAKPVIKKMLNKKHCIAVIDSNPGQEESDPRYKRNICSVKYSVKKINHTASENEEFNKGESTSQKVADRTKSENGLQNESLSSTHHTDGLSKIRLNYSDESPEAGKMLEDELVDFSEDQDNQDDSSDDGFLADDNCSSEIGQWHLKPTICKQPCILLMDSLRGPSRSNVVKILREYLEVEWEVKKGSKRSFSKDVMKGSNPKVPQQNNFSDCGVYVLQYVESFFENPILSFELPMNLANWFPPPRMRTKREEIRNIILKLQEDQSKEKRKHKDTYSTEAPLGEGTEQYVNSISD
# hIAP act: human IAP activators, primary screen, biochemical, luminescence, uHTS | Intestinal-type alkaline phosphatase (Homo sapiens), P09923 | purified human IAP, CDP-Star luminescence, 30 min; stronger effect = higher value; 1 = vehicle-only enzyme, 0 = enzyme-free background | activation factor at 10 µM | 0.16% of 330,000 active | AID 2524, 2010;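 active = activation factor of the enzyme at least 2-fold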; also: the source names both 10 and 20 µM as test concentration; values of inactives mirror those of a sister screen read the other way
# MPTP block: mitochondrial permeability transition pore inhibitors, primary screen, biochemical, isolated mouse mitochondria, absorbance | Ca2+ swelling absorbance, 30 min | inhibition, % at 10 µM | 1.4% of 360,000 active | AID 602449, 2012;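 active = inhibition of 50% or more, scaled per plate between neutral and stimulator controls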;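 also: 0% = DMSO wells given calcium and 100% = 1 mM EGTA wells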
# NR3A LBD binder: binders of NR3A ligand-binding domain, primary screen, biophysical, differential scanning fluorimetry, uHTS; NR3A LBD differential scanning fluorimetry, Tm shift; 0% = protein alone, 100% = glycine-bound protein; Tm shift relative to glycine control, % at 25 µM; 2.5% of 340,000 active; AID 1259313, 2017;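 active = melting temperature shift of at least 10% of the positive control shift, at one fixed dose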
# SENP1 inh: human SENP1 catalytic domain inhibitors, primary screen, biochemical, FRET, uHTS. recombinant SENP1 catalytic domain, CyPet-SUMO1-YPet FRET cleavage. AID 624204, 2012. Sentrin-specific protease 1 (Homo sapiens), Q9P0U3. inhibition, % at 10 µM. 0.21% of 360,000 active;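 active = inhibition at least 30% at 10 µM, raw YFP signal under a set limit, fluorescence ratio 0.5 to 1.5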;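 also: 0% = enzyme with DMSO and 100% = no enzyme wells; some results filed as inactive read as strong as hits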
# Target sequence (Q9P0U3 419-644 limits assumed): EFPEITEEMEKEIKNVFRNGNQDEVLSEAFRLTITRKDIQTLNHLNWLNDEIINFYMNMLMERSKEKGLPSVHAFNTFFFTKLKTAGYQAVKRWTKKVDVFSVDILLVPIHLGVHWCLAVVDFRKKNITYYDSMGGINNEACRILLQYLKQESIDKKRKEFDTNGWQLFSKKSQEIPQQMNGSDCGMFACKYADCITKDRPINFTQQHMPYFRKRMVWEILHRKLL
#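 Assay system: hSENP1 catalytic domain, recombinant. Amount: SENP1 enzyme, 20 pM final. Schedule: 50 min reaction, RT, dark. Technique: FRET, CFP and YFP emission. Control set: no-enzyme wells low, DMSO-plus-enzyme wells high control.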
# * marks the source's active call; other numbers are inactive results; . = no result given.
no.	Compound	PfG6PD inh	ATG4B inhibitor	SENP8 block	SENP6 block
1	Cc1ccc(CN(C)C(=O)CN2C(=O)NC(c3ccccc3)(c3ccccc3)C2=O)c(C)c1	16.0	-17.3	12.1	-20.8
2	COc1ccc(OC)c(NC(=O)CCCc2ccccc2)c1	1.8	0.6	7.4	-11.0
3	CCCOC(=O)c1ccc(NC(=O)c2cc(OC)c(OC)c(OC)c2Br)cc1	28.9	-6.8	2.8	2.0
4	Cc1cc(C)nc(OC(C(=O)O)C(OCc2ccccc2)(c2ccccc2)c2ccccc2)n1 (stereo not given)	-13.0	1.6	17.3	-7.1
5	O=C(Nc1cccc(Cl)c1Cl)c1ccc(-c2ccccc2)cc1	6.1	-4.3	13.8	1.2
6	CCc1nnc(NC(=O)CSc2nc(N)c(NC(=O)c3ccc(OC)cc3)c(=O)[nH]2)s1	-15.2	2.4	-3.5	0.0
7	S=C(Nc1ccccc1Cl)NC1CCC(NC(=S)Nc2ccccc2Cl)CC1 (stereo not given)	-1.4	-8.8	8.4	-2.9
8	COc1c(F)cccc1C1=CC(=O)C[C@H](c2ccc(F)cc2)C1	6.7	.	1.6	.
9	CCCc1nnc(NC(=O)c2cc3ccccc3o2)s1	19.9	9.8	-36.3	5.9
10	COC(=O)C1=C(C)NC(=O)/C1=C\c1cc(C)n(-c2cc(C)cc(C)c2)c1C	2.2	25.8	-22.8	-12.3

no.	hIAP act	MPTP block	NR3A LBD binder	SENP1 inh
1	0.937	0.3	3.8	3.3
2	1.22	0.7	1.2	2.1
3	0.84	5.7	-8.0	3.3
4	1.21	0.4	-0.3	-3.3
5	1.25	0.0	-2.1	-1.0
6	0.701	-1.3	0.2	0.2
7	1.12	0.4	-3.0	0.5
8	.	-0.5	.	-1.0
9	1.06	0.3	3.5	-66.8
10	0.862	-0.4	-3.1	14.7

# More compounds
no.	Compound	PfG6PD inh	ATG4B inhibitor	SENP8 block	SENP6 block
11	COc1ccc(N=C2SC(C(N)=O)CC(=O)N2Cc2ccc3c(c2)OCO3)cc1 (stereo not given)	20.2	-10.0	20.2	-5.0
12	Fc1ccccc1Cc1noc(CN2CCN(Cc3ccc4c(c3)OCO4)CC2)n1	-6.5	-0.4	6.3	-7.8
13	CCOc1cc(-c2nc(-c3ccncc3)no2)cc(OCC)c1OCC	-8.7	-7.5	25.2	-17.6
14	Nc1c(Cl)cc(C2=NCCn3c2c2ccc(C(F)(F)F)cc2[n+]3[O-])cc1Cl	3.8	-7.6	10.8	-9.8
15	CSc1nnc2ccc(-c3cccs3)nn12	18.3	-1.4	-301.7	-16.9
16	C#CCNC(=O)C1=C[C@@H](c2coc3ccccc3c2=O)C[C@@H](OCCCCO)O1	-9.7	-1.9	5.6	-6.1
17	CCOCC(=O)Nc1ccccc1C(=O)O	-24.1	-4.0	10.6	4.7
18	CCOC(=O)N1CCN(S(=O)(=O)CCNC(=O)c2ccc(F)cc2)CC1	-11.4	0.9	16.5	-20.1
19	O=C(CSc1ccc(-c2ccccc2)nn1)c1ccccc1	23.4	16.2	-8.4	14.1
20	O=S(=O)(Nc1ncccn1)c1ccc(Nc2ncnc3ccccc23)cc1	-1.1	-10.8	-171.0	-2.7

no.	hIAP act	MPTP block	NR3A LBD binder	SENP1 inh
11	1.05	2.1	0.3	-2.8
12	0.937	2.3	-0.2	-0.5
13	0.991	-6.4	-1.8	1.3
14	0.811	-0.3	-2.1	-0.9
15	1.14	0.7	-0.1	0.6
16	1	1.0	0.2	-1.3
17	0.993	-1.5	0.8	-0.4
18	1.04	-0.5	-0.9	3.1
19	0.96	4.1	1.1	-3.6
20	0.954	-1.8	0.2	0.7

# (continued)
no.	Compound	PfG6PD inh	ATG4B inhibitor	SENP8 block	SENP6 block
21	CSc1ncccc1C(=O)OCC(=O)NC1CCC(C)CC1 (stereo not given)	5.7	-4.1	15.2	-7.3
22	CCCN1CCN(CCNC(=O)Nc2cc(C)ccc2C)CC1	1.2	6.8	11.2	-6.4
23	O=C(NCCCn1ccnc1)C(=O)NCC1OCCN1S(=O)(=O)c1ccccc1 (stereo not given)	-20.3	8.9	6.5	0.5
24	O=c1[nH]nc(-c2ccc(NCCCO)c([N+](=O)[O-])c2)c2ccccc12	-1.8	-0.1	27.0	-3.5
25	C/C(=N\Nc1nc2ccccc2s1)c1cccs1	33.0	-8.8	-19.3	60.2*
26	CCC(=O)N(CCC(c1ccc(C)cc1)c1ccco1)Cc1ccco1 (stereo not given)	0.9	4.5	3.9	2.7
27	Cc1ccc(C(=O)NCC(=O)Nc2ccncc2)cc1	1.2	-1.5	5.8	8.2
28	CCC(C)(C)n1nnnc1C(c1cccs1)N1CCN(c2nc3ccccc3s2)CC1 (stereo not given)	-6.4	1.2	4.3	4.3
29	Cc1ccc(-c2csc(N3CCN(c4cc5c(cc4Cl)nc(C)n5CCN4CCCCC4)CC3)n2)cc1	26.5	-4.6	-49.7	-14.5
30	Cc1ccnc(NC(=O)c2ccc3[nH]c(=O)c(=O)[nH]c3c2)c1	2.3	0.9	-158.6	-25.0

no.	hIAP act	MPTP block	NR3A LBD binder	SENP1 inh
21	1.06	-1.2	-0.3	0.6
22	1.02	-0.4	-1.0	1.5
23	0.787	-1.9	-7.5	2.1
24	0.864	0.8	-2.8	3.0
25	1.02	5.1	1.4	4.5
26	1.44	-0.2	1.1	-6.2
27	0.9	-0.6	-16.0	-1.0
28	1.16	1.1	3.0	0.6
29	0.934	0.5	-5.7	-11.3
30	1.02	-1.0	1.8	-2.2

# Additional records follow.
no.	Compound	PfG6PD inh	ATG4B inhibitor	SENP8 block	SENP6 block
31	COCC(=O)NC1CCN(S(=O)(=O)c2ccc(C(=O)O)cc2)CC1	-10.1	-8.2	10.2	2.2
32	Cc1cccc(Cn2c(=O)n(Cc3ccco3)c(=O)c3ccccc32)c1	-24.4	2.6	2.0	9.8
33	O=C1C2=C(NC(=S)NC2c2ccc(Cl)cc2)NC(c2ccc(Cl)cc2)N1c1ccc(Cl)cc1 (stereo not given)	21.9	12.2	-22.1	-20.7
34	Nc1ccc(-c2nc3cc(N)ccc3n2CCO)cc1	-4.4	-12.2	-470.1	-3.1
35	COC(=O)c1ccc(NC(=O)COC(=O)C2CC(=O)N(Cc3ccccc3)C2)cc1 (stereo not given)	-16.0	-4.7	7.5	-12.6
36	Cc1cc(NC(=O)Nc2cccc(Cl)c2)n(C(C)(C)C)n1	20.2	-2.2	7.4	-22.8
37	CCN1C(=O)C2(C(C#N)=C(N)Oc3n[nH]c(-c4ccc(Cl)cc4)c32)c2ccccc21 (stereo not given)	3.6	-18.4	14.0	1.5
38	O=C(c1cccc(S(=O)(=O)N2CCOCC2)c1)N(Cc1ccc(F)cc1)Cc1ccco1	-2.7	-5.7	4.5	-15.7
39	c1coc(CNc2nc3nonc3nc2NCc2ccco2)c1	5.8	-9.7	3.3	-10.1
40	O=C(Nc1ccc(C(F)(F)F)cc1)c1ccc(NC(=O)C2CCCO2)cc1 (stereo not given)	15.4	-5.3	6.9	-5.5

no.	hIAP act	MPTP block	NR3A LBD binder	SENP1 inh
31	0.88	2.1	1.0	1.3
32	0.744	3.9	1.1	-1.8
33	1.11	2.4	21.9*	0.6
34	0.887	-0.4	-0.7	3.0
35	0.989	-2.6	1.3	-1.6
36	0.943	-1.1	-3.5	-1.2
37	1.09	3.2	-0.2	1.0
38	0.934	-0.5	-0.6	-1.2
39	1.03	96.0*	-2.6	-43.0
40	0.928	-0.3	-0.7	1.7

# Next compounds follow:
no.	Compound	PfG6PD inh	ATG4B inhibitor	SENP8 block	SENP6 block
41	CC1=C(C(=O)OCc2ccccc2)C(c2ccc(C)cc2)NC(=O)N1 (stereo not given)	-0.8	.	10.2	.
42	O=C(CCc1nnc(CCCCc2ccccc2)o1)NCCCc1cccnc1	6.5	10.9	4.5	-1.7
43	S=C(NCc1ccc2c(c1)OCO2)NCc1ccc2c(c1)OCO2	-6.9	12.4	2.7	21.9
44	Cc1ccc(N2C(=O)[C@@H]3[C@H](C2=O)C2c4ccccc4C=NN2[C@@H]3C(=O)c2ccc(Cl)cc2)cc1 (stereo not given in full)	-20.1	-5.6	17.9	-3.5
45	Cc1ccc(NC(=O)c2ccccc2F)cc1S(=O)(=O)N1CCCCCC1	-4.4	-1.3	21.5	-12.9
46	CN(C(=O)c1cccc(Br)c1)C1CCS(=O)(=O)C1 (stereo not given)	1.4	-1.1	15.3	-9.2
47	CCC(C)Nc1nc2ccccc2n2c(C)nnc12 (stereo not given)	-4.3	1.8	-14.0	0.7
48	Fc1ccc(-n2[nH]nnc2=S)cc1N1CCCC1	22.6	13.6	-27.4	-9.4
49	Cc1nc(-c2ccc(F)cc2)c(CC(=O)N(C)CC(=O)Nc2ccc(Cl)c(C(F)(F)F)c2)s1	16.6	-56.9	3.8	.
50	O=C(COc1ccccc1)N1CCN(S(=O)(=O)Cc2ccccc2)CC1	-24.2	5.7	17.2	-12.2
51	COCCNC(=S)NCCc1ccc(Cl)cc1Cl	24.8	0.9	9.9	3.7

no.	hIAP act	MPTP block	NR3A LBD binder	SENP1 inh
41	.	-0.3	.	2.0
42	0.977	-0.1	0.8	0.8
43	1	4.8	-2.2	1.6
44	0.936	2.3	0.9	14.2
45	0.966	-0.2	-29.8	0.9
46	0.856	-2.6	-0.1	1.6
47	1.11	2.1	1.2	0.0
48	1.08	-0.1	0.2	1.0
49	.	5.1	12.1*	1.4
50	1.22	-1.5	1.1	0.5
51	0.977	0.3	-1.7	1.7

# Nos. 39 to 48 of the list above:
no.	Compound	PfG6PD inh	ATG4B inhibitor	SENP8 block	SENP6 block
39	c1coc(CNc2nc3nonc3nc2NCc2ccco2)c1	5.8	-9.7	3.3	-10.1
40	O=C(Nc1ccc(C(F)(F)F)cc1)c1ccc(NC(=O)C2CCCO2)cc1 (stereo not given)	15.4	-5.3	6.9	-5.5
41	CC1=C(C(=O)OCc2ccccc2)C(c2ccc(C)cc2)NC(=O)N1 (stereo not given)	-0.8	.	10.2	.
42	O=C(CCc1nnc(CCCCc2ccccc2)o1)NCCCc1cccnc1	6.5	10.9	4.5	-1.7
43	S=C(NCc1ccc2c(c1)OCO2)NCc1ccc2c(c1)OCO2	-6.9	12.4	2.7	21.9
44	Cc1ccc(N2C(=O)[C@@H]3[C@H](C2=O)C2c4ccccc4C=NN2[C@@H]3C(=O)c2ccc(Cl)cc2)cc1 (stereo not given in full)	-20.1	-5.6	17.9	-3.5
45	Cc1ccc(NC(=O)c2ccccc2F)cc1S(=O)(=O)N1CCCCCC1	-4.4	-1.3	21.5	-12.9
46	CN(C(=O)c1cccc(Br)c1)C1CCS(=O)(=O)C1 (stereo not given)	1.4	-1.1	15.3	-9.2
47	CCC(C)Nc1nc2ccccc2n2c(C)nnc12 (stereo not given)	-4.3	1.8	-14.0	0.7
48	Fc1ccc(-n2[nH]nnc2=S)cc1N1CCCC1	22.6	13.6	-27.4	-9.4

no.	hIAP act	MPTP block	NR3A LBD binder	SENP1 inh
39	1.03	96.0*	-2.6	-43.0
40	0.928	-0.3	-0.7	1.7
41	.	-0.3	.	2.0
42	0.977	-0.1	0.8	0.8
43	1	4.8	-2.2	1.6
44	0.936	2.3	0.9	14.2
45	0.966	-0.2	-29.8	0.9
46	0.856	-2.6	-0.1	1.6
47	1.11	2.1	1.2	0.0
48	1.08	-0.1	0.2	1.0
